From PubChem
Lipid storage S3 – qHTS Assay for Lipid Storage Modulators in Drosophila S3 Cells | Drosophila S3 cells, BODIPY lipid droplet fluorescence, 18-24 h; cells fed with added oleic acid | Potency in µM for hits, for the others lipid storage change, negative = inhibition, % at the top dose, mostly 46.1 µM | actives 0.64% (n = 320,000); active = well fitted inhibition curve with a large enough effect in the signal ratio, with a control signal flat, not every such curve was filed as active; inconclusive = small, poorly fitted or top-dose-only effect, or effect the other way, or a change in a side signal; the % refers to the signal ratio
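Laser-scanning cytometry quantifies lipid droplet accumulation (500–530 nm total intensity; droplet/cell object ratio) in oleic acid-fed (400 uM added) Drosophila S3 cells treated with a concentration series. 20 uM Triacsin C defined 100% inhibition.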
Lipid storage S3 cell count max – further read-out of Lipid storage S3, marked with its call; cell number change, %; measured here: cell count max response;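 cells counted by Cell Tracker Red CMTPX staining in the red channel; peak over a dose series mostly up to 46.1 µM; percent activity relative to internal control wells on each plate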
* marks the source's active call; other numbers are inactive results; i = inactive; ? = inconclusive; nt = no result given. % is set by controls: 0 for no effect and ±100 for the full control effect; potency is the fitted concentration of half-maximal effect. An excerpt; rates above refer to the full screens.

molecule: CS(=O)(=O)Nc1ccc(S(=O)(=O)NCCc2ccccc2)cc1
  Lipid storage S3: i
  Lipid storage S3 cell count max: nt
molecule: CC1C(=O)CC(c2ccccc2)N(C)C1c1ccccc1 (stereo not given)
  Lipid storage S3: 8.8%
  Lipid storage S3 cell count max: 3.7
molecule: COc1ccc(CNC(=O)CCCN2C(=O)c3ccccc3C2=O)cc1
  Lipid storage S3: ?
  Lipid storage S3 cell count max: nt
molecule: OCCNc1ncnc2ccc(Br)cc12
  Lipid storage S3: ?
  Lipid storage S3 cell count max: nt
molecule: N#CN/C(=N\S(=O)(=O)c1ccccc1)c1ccccc1
  Lipid storage S3: i
  Lipid storage S3 cell count max: -15.7
molecule: Cc1ccc(N(CC(=O)NCCSCc2ccco2)S(=O)(=O)c2ccc(C)cc2)cc1
  Lipid storage S3: 6.7%
  Lipid storage S3 cell count max: -26.3
molecule: O=C(Cn1ncc2c1-c1ccccc1OC2)N(Cc1ccco1)C1CCCCC1
  Lipid storage S3: ?
  Lipid storage S3 cell count max: nt
molecule: COC(=O)c1ccc(NC(=O)Nc2ccc(OC)c(OC)c2)cc1
  Lipid storage S3: ?
  Lipid storage S3 cell count max: nt
molecule: CCc1nnc(NC(=O)c2ccc(N(C)S(=O)(=O)c3ccccc3)cc2)s1
  Lipid storage S3: -18.8%
  Lipid storage S3 cell count max: 12.9
molecule: CN(C)c1ccc(C(=O)OCC(=O)N2CCCC2)cc1
  Lipid storage S3: ?
  Lipid storage S3 cell count max: nt
molecule: Cc1cc2[nH]c(=O)c(=O)[nH]c2cc1S(=O)(=O)NC1CCC(C)CC1 (stereo not given)
  Lipid storage S3: i
  Lipid storage S3 cell count max: 3.3
molecule: CCN1C(N(C)C)=NC[C@@H]1Cc1ccccc1
  Lipid storage S3: ?
  Lipid storage S3 cell count max: nt
molecule: CC(C)(C)C1CC=C2C(C#N)=C(N)C(C#N)(C#N)C(c3cccs3)C2C1 (stereo not given)
  Lipid storage S3: ?
  Lipid storage S3 cell count max: nt
molecule: Cc1ccc(S(=O)(=O)Nc2cc(C)nn2-c2ccccc2)cc1
  Lipid storage S3: ?
  Lipid storage S3 cell count max: nt
molecule: COc1ccccc1NC(=O)CCCCCN1C(=O)c2cccc([N+](=O)[O-])c2C1=O
  Lipid storage S3: 11.1%
  Lipid storage S3 cell count max: 19.9

molecule: O=C(O)c1cc2c(cc1NC(=O)C1CCCC1)OCCO2
  Lipid storage S3: ?
  Lipid storage S3 cell count max: nt
molecule: O=C1C(=O)N(CCN2CCOCC2)C(c2ccccc2F)/C1=C(\O)c1ccc(S(=O)(=O)N2CCOCC2)cc1 (stereo not given)
  Lipid storage S3: ?
  Lipid storage S3 cell count max: nt
molecule: CCC(CO)N=CC1=C(O)CC(C)(C)CC1=O (stereo not given)
  Lipid storage S3: ?
  Lipid storage S3 cell count max: nt
molecule: C/C(=N\OC(=O)NC1CCCCC1)c1sc(-c2ccccc2)nc1C
  Lipid storage S3: ?
  Lipid storage S3 cell count max: nt
molecule: COc1ccc(-c2nnc(NC(=O)CS(=O)(=O)c3ccc(F)cc3)o2)c(OC)c1
  Lipid storage S3: ?
  Lipid storage S3 cell count max: nt
molecule: O=C(COC(=O)C1=COCCO1)Nc1ccccc1Oc1ccccc1
  Lipid storage S3: ?
  Lipid storage S3 cell count max: nt
molecule: O=C1c2cccc3cccc(c23)C(=O)N1CCCCCc1n[nH]c(=S)o1
  Lipid storage S3: 5.1%
  Lipid storage S3 cell count max: -1.1
molecule: COc1ccc2[nH]c(=O)c3c(c2c1)OC(C)(C)C=C3
  Lipid storage S3: ?
  Lipid storage S3 cell count max: nt
molecule: O=C(NN=C1CCCCCCCCCCC1)c1cccnc1
  Lipid storage S3: ?
  Lipid storage S3 cell count max: nt
molecule: O=C(Nc1ccc(S(=O)(=O)N2CCOCC2)cc1)c1ccco1
  Lipid storage S3: i
  Lipid storage S3 cell count max: nt
molecule: Cc1ccc(NC(=S)Nc2ccccn2)c(C)c1
  Lipid storage S3: 4.9%
  Lipid storage S3 cell count max: 0.0
molecule: CC(=O)C1=C(O)C(=O)N(c2nccs2)C1c1ccccc1 (stereo not given)
  Lipid storage S3: ?
  Lipid storage S3 cell count max: nt
molecule: CC(=O)Nc1ccc(S(=O)(=O)N(CC(=O)Nc2cc(C)on2)Cc2ccc(F)cc2)cc1
  Lipid storage S3: ?
  Lipid storage S3 cell count max: nt
molecule: O=C(NCc1ccncc1)Nc1ccc2c(c1)OCO2
  Lipid storage S3: 3.5%
  Lipid storage S3 cell count max: -1.3
molecule: O=C(NCC(=O)N1CCC(Cc2ccccc2)CC1)c1ccc(Cl)cc1
  Lipid storage S3: ?
  Lipid storage S3 cell count max: nt

In a second layout: entries from further up.
SMILES,Lipid storage S3,Lipid storage S3 cell count max
Cc1ccc(S(=O)(=O)Nc2cc(C)nn2-c2ccccc2)cc1,?,nt
COc1ccccc1NC(=O)CCCCCN1C(=O)c2cccc([N+](=O)[O-])c2C1=O,11.1%,19.9
O=C(O)c1cc2c(cc1NC(=O)C1CCCC1)OCCO2,?,nt
O=C1C(=O)N(CCN2CCOCC2)C(c2ccccc2F)/C1=C(\O)c1ccc(S(=O)(=O)N2CCOCC2)cc1 (stereo not given),?,nt
CCC(CO)N=CC1=C(O)CC(C)(C)CC1=O (stereo not given),?,nt
C/C(=N\OC(=O)NC1CCCCC1)c1sc(-c2ccccc2)nc1C,?,nt
COc1ccc(-c2nnc(NC(=O)CS(=O)(=O)c3ccc(F)cc3)o2)c(OC)c1,?,nt
O=C(COC(=O)C1=COCCO1)Nc1ccccc1Oc1ccccc1,?,nt
O=C1c2cccc3cccc(c23)C(=O)N1CCCCCc1n[nH]c(=S)o1,5.1%,-1.1
COc1ccc2[nH]c(=O)c3c(c2c1)OC(C)(C)C=C3,?,nt
O=C(NN=C1CCCCCCCCCCC1)c1cccnc1,?,nt
O=C(Nc1ccc(S(=O)(=O)N2CCOCC2)cc1)c1ccco1,i,nt
Cc1ccc(NC(=S)Nc2ccccn2)c(C)c1,4.9%,0.0
CC(=O)C1=C(O)C(=O)N(c2nccs2)C1c1ccccc1 (stereo not given),?,nt

(more compounds)
molecule: CCOc1ccc(S(=O)(=O)NCCC(=O)NCCOc2ccccc2OC)cc1
  Lipid storage S3: ?
  Lipid storage S3 cell count max: nt
molecule: CCCCn1c(N)c(N(CC)C(=O)c2cccc(OC)c2)c(=O)[nH]c1=O
  Lipid storage S3: ?
  Lipid storage S3 cell count max: nt
molecule: Cc1cccc(OCC(=O)Nc2ccc(S(=O)(=O)N3CCCC3)cc2)c1
  Lipid storage S3: 18.5%
  Lipid storage S3 cell count max: 1.2
molecule: CCC(CO)Oc1cc(NCc2ccccc2Cl)c2ncn(C(C)C)c2c1 (stereo not given)
  Lipid storage S3: ?
  Lipid storage S3 cell count max: nt
molecule: S=C(NC1CCCCC1)NC1CC2CCC(C1)N2Cc1ccccc1 (stereo not given)
  Lipid storage S3: 9.7%
  Lipid storage S3 cell count max: -3.0
molecule: Cc1ccc(N2CC(C(=O)Nc3cc(C(F)(F)F)ccc3N3CCCC3)CC2=O)cc1 (stereo not given)
  Lipid storage S3: ?
  Lipid storage S3 cell count max: nt
molecule: Cc1ccc2[nH]c(=O)c(CN(C)C(=O)c3ccccn3)cc2c1
  Lipid storage S3: ?
  Lipid storage S3 cell count max: nt
molecule: CC(C)(C)c1csc(Sc2ccc([N+](=O)[O-])cn2)n1
  Lipid storage S3: -29.8%
  Lipid storage S3 cell count max: -25.8
molecule: O=C(CCCCCN1C(=O)c2ccccc2C1=O)Nc1ccc2c(c1)OCCO2
  Lipid storage S3: ?
  Lipid storage S3 cell count max: nt
molecule: Cc1cc(NC(c2cccnc2)c2ccc3cccnc3c2O)no1 (stereo not given)
  Lipid storage S3: ?
  Lipid storage S3 cell count max: nt
molecule: CN1CCC(=NNC(=O)CN(c2ccccc2)S(=O)(=O)c2ccccc2)CC1
  Lipid storage S3: ?
  Lipid storage S3 cell count max: nt
molecule: O=C(CN1C(=O)CSc2ccc(S(=O)(=O)N3CCOCC3)cc21)NCc1cccnc1
  Lipid storage S3: ?
  Lipid storage S3 cell count max: nt
molecule: CCCC(=O)Nc1ccc(Cc2ccc(NC(=O)CCC)c(C(=O)O)c2)cc1C(=O)O
  Lipid storage S3: ?
  Lipid storage S3 cell count max: nt
molecule: O=S(=O)(NCc1ccco1)N1CCCCCC1
  Lipid storage S3: ?
  Lipid storage S3 cell count max: nt
molecule: O=C1COc2ccc(C(=O)COC(=O)CNC(=O)C3CCCCC3)cc2N1
  Lipid storage S3: i
  Lipid storage S3 cell count max: nt

molecule: Cc1cccc(N2CCN(CCNC(=O)c3cc4c(s3)CS(=O)(=O)C4)CC2)c1C
  Lipid storage S3: ?
  Lipid storage S3 cell count max: nt
molecule: Cc1ccc2nc(-c3ccc(N4C(=O)CC(N5CCCC(C)C5)C4=O)cc3)sc2c1 (stereo not given)
  Lipid storage S3: 1.8%
  Lipid storage S3 cell count max: 7.8
molecule: Cc1[nH]c2ccccc2c1C(c1ccccn1)N1CCCC1 (stereo not given)
  Lipid storage S3: ?
  Lipid storage S3 cell count max: nt
molecule: O=C(O)c1ccc[nH]c1=S
  Lipid storage S3: -6.8%
  Lipid storage S3 cell count max: -0.1
molecule: CCn1nc(C)cc1C(=O)NC1CC(C)(C)Cc2c1cnn2-c1cccc(F)c1 (stereo not given)
  Lipid storage S3: ?
  Lipid storage S3 cell count max: nt
molecule: Cc1ccc(C2=NN3C(=O)c4ccccc4C3C2)cc1 (stereo not given)
  Lipid storage S3: 3.3%
  Lipid storage S3 cell count max: 12.9
molecule: Cc1c(NC(=O)c2c(F)cccc2F)c(=O)n(-c2ccccc2)n1C
  Lipid storage S3: ?
  Lipid storage S3 cell count max: nt
molecule: O=C(c1cc2sccc2n1Cc1ccccc1)N1CCCc2ccccc21
  Lipid storage S3: i
  Lipid storage S3 cell count max: -0.7
molecule: Cc1ccc(CSC2=Nc3sccc3C3=NC(=O)CN23)cc1
  Lipid storage S3: ?
  Lipid storage S3 cell count max: nt
molecule: CCC(CC)C(=O)Nc1c2c(nn1-c1ccc(OC)cc1)CS(=O)(=O)C2
  Lipid storage S3: ?
  Lipid storage S3 cell count max: nt
molecule: CC(=O)OCc1c(C(F)(F)F)nn(C)c1Sc1ccccc1
  Lipid storage S3: -0.4%
  Lipid storage S3 cell count max: -1.1
molecule: CCCCCCCC(=O)Nc1ccc(C(=O)N/N=C/c2cccc([N+](=O)[O-])c2)cc1
  Lipid storage S3: 6.6%
  Lipid storage S3 cell count max: -0.9
molecule: O=C(C1CCC(CNc2c(N3CCCCC3)c(=O)c2=O)CC1)N1CCCC1 (stereo not given)
  Lipid storage S3: ?
  Lipid storage S3 cell count max: nt
molecule: CCc1nc(OCC(=O)c2ccccc2)c(C#N)c2c1COC(C)(C)C2
  Lipid storage S3: ?
  Lipid storage S3 cell count max: nt
molecule: COc1ccc(C(=O)OCC(=O)c2cc(OC)ccc2OC)c(OC)c1
  Lipid storage S3: ?
  Lipid storage S3 cell count max: nt

molecule: COc1ccccc1CNC(=O)c1ccc(S(=O)(=O)N2CCCC2)cc1
  Lipid storage S3: ?
  Lipid storage S3 cell count max: nt
molecule: COc1ccc(C(CCN2CCCC2)c2c(O)cc(OC)cc2OC)cc1 (stereo not given)
  Lipid storage S3: ?
  Lipid storage S3 cell count max: nt
molecule: CCN(CC(=O)NCc1ccc(Cl)cc1)C(=O)CSCC(=O)Nc1ccc(OC)cc1
  Lipid storage S3: ?
  Lipid storage S3 cell count max: nt
molecule: O=C(COC(=O)CNC(=O)c1ccco1)Nc1ncc(Cl)cc1Cl
  Lipid storage S3: ?
  Lipid storage S3 cell count max: nt
molecule: COc1ccc(N2C(=O)CC(N3CCN(c4ccc(S(=O)(=O)N5CCCC5)cc4)CC3)C2=O)cc1 (stereo not given)
  Lipid storage S3: ?
  Lipid storage S3 cell count max: nt
molecule: COc1ccc(/C=N/NC(=O)c2nc(Cl)c(Cl)c(N)c2Cl)cc1COc1ccccc1F
  Lipid storage S3: ?
  Lipid storage S3 cell count max: nt
molecule: CCCc1ccc(C(=O)NNc2cc(Cl)ccc2Cl)cc1
  Lipid storage S3: ?
  Lipid storage S3 cell count max: nt
molecule: CCOc1cc(CNc2cccc3[nH]c(C)nc23)ccc1OC
  Lipid storage S3: 9.9%
  Lipid storage S3 cell count max: 1.2
molecule: Cc1ccc(CNC(=O)C2CCCN(Cc3cnn(-c4ccccc4)c3-n3cccc3)C2)cc1 (stereo not given)
  Lipid storage S3: 4.4%
  Lipid storage S3 cell count max: nt
molecule: C/C(=C/CCC(C)[C@H]1CC[C@@]2(C)C3=C(CC[C@]12C)[C@@]1(C)CCC(=O)C(C)(C)[C@@H]1CC3)C(=O)O (stereo not given in full)
  Lipid storage S3: ?
  Lipid storage S3 cell count max: nt
molecule: CCCn1c(=O)n(C)c(=O)c2c(SCC(=O)NC34CC5CC(CC(C5)C3)C4)nc(CC(C)C)nc21
  Lipid storage S3: 1.3%
  Lipid storage S3 cell count max: -1.1
molecule: O=C(NCCN1CCOCC1)c1c[nH]c2ccc(S(=O)(=O)N3CCOCC3)cc2c1=O
  Lipid storage S3: ?
  Lipid storage S3 cell count max: nt
